PAFAH2 inh: inhibitors of human PAFAH2; recombinant PAFAH2, FP-rhodamine activity probe, fluorescence polarization; inhibition, % at 3.39 µM; 340,000 compounds, 0.99% hits; AID 492956;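 active = inhibition above the mean over all tested compounds plus 3 SD, cut at about 30% in these data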;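 also: inhibitors block probe labeling of enzyme so polarization drops; 0% = enzyme with DMSO and 100% = wells lacking PAFAH2 protein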
procasp7 counter: counter-screen: procaspase-7 (human) activation | P55210 | recombinant procaspase-7, Ac-DEVD-pNA absorbance 405 nm; D23A/D198A/D206A triple mutant, cannot self-cleave; scale: DMSO 0, 5 µM enzyme 100 | activation, % at 8.5 µM | 330,000 compounds, 0.093% hits;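 active = percent activation above the screen-wide mean plus 3 SD, cut at about 25% in these data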
Target sequence (P55210 whole entry D23A/D198A/D206A): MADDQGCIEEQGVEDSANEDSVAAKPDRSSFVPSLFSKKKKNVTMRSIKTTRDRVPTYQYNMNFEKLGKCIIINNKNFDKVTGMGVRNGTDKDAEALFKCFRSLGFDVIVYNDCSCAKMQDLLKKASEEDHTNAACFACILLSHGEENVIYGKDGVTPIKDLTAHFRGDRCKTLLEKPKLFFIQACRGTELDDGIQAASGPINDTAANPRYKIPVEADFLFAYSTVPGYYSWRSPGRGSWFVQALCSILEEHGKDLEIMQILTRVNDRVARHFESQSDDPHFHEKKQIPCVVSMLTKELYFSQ
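Material: Procaspase-7 triple mutant (PC-7 D3A) | Quantity: 2 µM procaspase-7 mutant as dispensed | Reagent: DEVD-pNA substrate | Times: 1 h preincubation, 2 h reaction | Technique: 405 nm absorbance of p-nitroaniline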
TPT1 inh: inhibitors of Candida albicans tRNA 2'-phosphotransferase TPT1 | recombinant caTPT1, FP RNA substrate dephosphorylation | inhibition, % at 5 µM | 300,000 compounds, 0.81% hits | AID 1962;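 active = inhibition above the mean of all tested compounds plus 3 SD, set per screening campaign, cut at about 24% in these data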;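 also: plate controls were DMSO alone for no effect and ferristatin control at 100 nM for full effect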
AHR activator: activates the human aryl hydrocarbon receptor; AHR-responsive luciferase reporter cells, luminescence; P35869; 320,000 compounds, 2.5% hits; activation, % at 5 µM; in the data active = activation above about 47%;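 also: 0% = vehicle wells and 100% = reference agonist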
HCV core dimer: blocks dimerization of HCV core protein. AID 1899. inhibition, % at 5 µM. TR-FRET GST/Flag-core106 dimerization, 1536-well. 300,000 compounds, 0.33% hits;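 active = inhibition above the mean of all tested compounds plus 3 SD, set per screening campaign, cut at about 45% in these data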
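Material: GST/Flag-tagged HCV core106 proteins. Incubation: 4 h, 22.5 °C incubation. Read-out basis: inhibition (%) from 671 over 617 nm ratio. Measured by: TR-FRET, excitation 340 nm, emission 617 and 671 nm.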
Fh CTSL1 inh: cathepsin L1 inhibition, PFM18AAP counter-screen | recombinant F. hepatica cathepsin L1, Z-Leu-Arg-MCA fluorescence | inhibition, % at 5.96 µM | 300,000 compounds, 0.49% hits | AID 1906;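 active = inhibition above the mean of all tested compounds plus 3 SD, set per screening campaign, cut at about 17% in these data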;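 also: 0% = plate median of test compound wells and 100% = 1 µM Z-Phe-Ala-diazomethylketone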
procasp3 activ: procaspase-3 (human) activation; activation, % at 8.5 µM; recombinant procaspase-3 D3A, Ac-DEVD-pNA absorbance 405 nm; P42574; 330,000 compounds, 0.11% hits;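 active = activation above the mean of all tested compounds plus 3 SD, cut at about 21% in these data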;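 also: 0% = DMSO alone and 100% = DMSO wells spiked with extra 5 µM PC-3 D3A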
Target sequence (P42574 whole entry D9A/D28A/D175A): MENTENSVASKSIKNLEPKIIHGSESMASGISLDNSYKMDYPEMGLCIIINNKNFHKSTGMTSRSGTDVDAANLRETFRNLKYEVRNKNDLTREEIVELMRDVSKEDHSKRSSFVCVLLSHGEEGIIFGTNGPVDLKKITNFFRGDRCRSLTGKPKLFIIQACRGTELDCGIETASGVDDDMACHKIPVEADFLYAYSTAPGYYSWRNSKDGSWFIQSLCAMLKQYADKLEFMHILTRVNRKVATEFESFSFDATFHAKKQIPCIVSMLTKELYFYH
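Technique: 405 nm absorbance of p-nitroaniline, reads at 0 and 120 min; Test system: Procaspase-3 D3A mutant; Incubation: 1 h enzyme-compound preincubation, then 2 h substrate reaction, 25 °C; Repeats: singlicate, each compound tested once; Benchmarks: low control DMSO wells, high control DMSO plus 5 µM PC-3 D3A.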
PP5 inh: PP5 (human) phosphatase inhibition. P53041. purified PP5c, OMFP substrate fluorescence. inhibition, % at 6.7 µM. 320,000 compounds, 0.18% hits. AID 1987;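 active = inhibition above the campaign's mean inhibition across all tested compounds plus 3 SD, cut at about 9.5% in these data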;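 also: 0% = DMSO only and 100% = 100 µM cantharidin control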
PP1 inh: counter-screen for PP5 inhibitors: inhibitors of human PP1-alpha; P62136; purified PP1alpha, OMFP fluorescence; inhibition, % at 6.7 µM; 320,000 compounds, 0.9% hits; AID 2235;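 active = inhibition above the mean inhibition of all tested compounds plus 3 SD, computed separately for each screening campaign, cut at about 15% in these data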
Target sequence (P62136 whole entry, looked up): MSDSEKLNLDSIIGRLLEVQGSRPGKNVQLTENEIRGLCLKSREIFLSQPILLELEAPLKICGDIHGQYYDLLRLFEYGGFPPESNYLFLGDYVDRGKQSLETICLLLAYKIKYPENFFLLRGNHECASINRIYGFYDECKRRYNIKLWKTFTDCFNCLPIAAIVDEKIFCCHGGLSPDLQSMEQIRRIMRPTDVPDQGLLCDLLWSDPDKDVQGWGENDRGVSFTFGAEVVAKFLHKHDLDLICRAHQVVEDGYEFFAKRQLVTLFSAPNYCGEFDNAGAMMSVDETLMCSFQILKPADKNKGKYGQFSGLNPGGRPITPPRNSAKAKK
Numbers without * were called inactive; nt = no result given; & = joins results of further samples.

SMILES	PAFAH2 inh	procasp7 counter	TPT1 inh	AHR activator	HCV core dimer	Fh CTSL1 inh	procasp3 activ	PP5 inh	PP1 inh
CCOC(=O)C(O)(c1ccc(N(CC)C(=O)COc2ccccc2)cc1)C(F)(F)F (stereo not given)	-1	5	-2	0	-10	-2	-2	2.8	10
CCOC(=O)C(O)(c1ccc(NC(=O)c2ccc(Cl)c(Cl)c2)cc1)C(F)(F)F (stereo not given)	-2	0	0	3	3	0	0	2.8	3
CCN1CCN(c2ccc(NC(C)=O)cc2Cl)CC1	-9	2	2	0	-1	-1	2	3.3	0
CCN(CC)C(=O)c1ccc(NC(=O)c2sccc2-c2ccccc2)cc1	13	4	-3	6	3	-5	3	4.5	-2
O=C1CN=C(c2ccccc2)c2cc(Cl)ccc2N1	5	7	nt	-2	nt	nt	7	nt	nt
N=C1c2ccccc2CN1NC(=O)C1CC1	3	-4	-1	3	1	-3	8	-2.4	-2
CC(=O)Nc1ccccc1C(=O)OCc1ccc(C(=O)c2ccccc2)cc1	3	-2	0	0	-10	4	5	-0.3	-1
COc1ccc(OC)c(N2C(=O)NC(=O)C3(Cc4cc(C)ccc4N(C)C3)C2=O)c1 (stereo not given)	5	-6	-2	4	3	0	1	1.7	-2
CC/C(=N\N1CCCCCC1)c1c(O)n(-c2ccccc2C)c(=O)[nH]c1=O	1	2	0	-3	-5	1	0	3.8	3
Cc1c(NP(=S)(C(C)(C)C)C(C)(C)C)c(=O)n(-c2ccccc2)n1C	6	1	-1	9	1	-1	7	2.2	-3
COc1cc(CN2CCCC(C(=O)c3sccc3C)C2)cc(OC)c1O (stereo not given)	11	-4	0	-1	-5	0	-4	2.2	0
COc1ccc(C2N(c3cc(C)on3)C(=O)C3CCCN32)cc1 (stereo not given)	3	9	-1	0	-3	-4	1	-0.1	-2
CCCNC(=O)N1[C@H]2CC[C@@H]1C(C(=O)OC)=C(c1ccc(F)cc1OCc1ccccc1)C2	8	2	nt	1	nt	nt	4	2.2	3
CN1CC[C@@]23CCCC[C@@H]2[C@@H]1Cc1ccc(O)cc13	-1	0	-2	-2	3	-3	9	-3.2	2
CCN(CC)C(=O)c1ccc(NC(=O)c2ccc(-c3nn(C)c(=O)c4ccccc34)cc2)cc1	0	2	1	0	2	1	-3	-0.2	-4
Cc1ccc(NP(=O)(c2ccccc2)c2nc3ccccc3s2)cc1 (stereo not given)	5	6	2	16	3	0	0	2.3	4
Cc1ccc(N2C(=O)CC(=O)NC2=O)cc1	8	-7	14	0	-1	1	-5	-1.4	1
C1CCC(NC2CCCCC2)CC1	0	-4	nt	8	nt	nt	-2	0.1	0
CC(C)c1ccc(-n2c(O)c(C=NCCN3CCNCC3)c(=O)[nH]c2=S)cc1	-1	-4	0	1	-1	8	-8	0.7	2
O=P1(Nc2ccc(F)cc2)COc2ccccc2OC1	-5	-1	-2	-2	1	0	11	3.0	-3
COc1ccccc1N1C(=O)NC(=O)/C(=C/c2ccc3c4c(cccc24)CC3)C1=O	0	-6	2	5	5	0	5	-1.1	1
C[C@]12CC[C@H](OS(=O)(=O)O)CC1=CC[C@@H]1[C@@H]2CC[C@]2(C)C(=O)CC[C@@H]12	-7&6&-1	-3&-13	0&-2	0&1	9&-8	-4&-3	0&9	4.6&1.4	-1&2
CCn1c(O)c(C=NCCc2c[nH]c3ccccc23)c(=O)[nH]c1=O	0	-4	0	9	-4	-2	2	1.9	-2
CCCCCCn1c(O)c(C=NCCCn2ccnc2)c(=O)[nH]c1=O	-3	-1	134*	40	4	1	-2	-2.6	-3
CCCSc1nc(O)c(CC)c(=O)n1C(C)CC (stereo not given)	1	1	6	2	-1	0	-4	1.2	-8
COC(=O)C1=C(c2ccccc2OCc2ccccc2)C[C@@H]2CC[C@H]1N2C(=O)NCc1ccc(C(C)(C)C)cc1	-1	-1	nt	1	nt	nt	3	3.6	17*
CN1c2ccc([N+](=O)[O-])cc2CC2(C(=O)NC(=O)N(c3ccccc3)C2=O)C1c1ccccc1 (stereo not given)	-3	5	-3	13	20	3	-4	0.2	0
Cc1ccc(-c2cc(-c3ccccc3)cc(-c3ccccc3)[n+]2-c2ccc(C(=O)O)cc2)cc1	10	2	-1	0	1	4	1	1.7	0
Cc1cc(NC(=O)CCC(=O)N2CCC3(CC2)OCCO3)no1	-2	0	-2	-3	3	-4	-3	0.7	-4
O=C1C2CCCN2C(c2cccnc2)N1c1ccc(Cl)c(Cl)c1 (stereo not given)	5	-5	-2	30	1	0	10	-0.4	-1

The closing 2 records of the part above open the next one:
SMILES	PAFAH2 inh	procasp7 counter	TPT1 inh	AHR activator	HCV core dimer	Fh CTSL1 inh	procasp3 activ	PP5 inh	PP1 inh
Cc1cc(NC(=O)CCC(=O)N2CCC3(CC2)OCCO3)no1	-2	0	-2	-3	3	-4	-3	0.7	-4
O=C1C2CCCN2C(c2cccnc2)N1c1ccc(Cl)c(Cl)c1 (stereo not given)	5	-5	-2	30	1	0	10	-0.4	-1
CCC1(CCc2ccncc2)C(=O)NC(=O)NC1=O	-9	1	0	4	-2	-3	-2	2.6	2
C=CCn1c(O)c(C(C)=Nc2ccc3c(c2)CCC3)c(=O)[nH]c1=O	1	-2	-2	6	5	-3	0	1.6	-6
COC(=O)C(O)(c1ccc(NC(=O)c2cccs2)c(C)c1)C(F)(F)F (stereo not given)	5	0	3	0	2	-2	-18	-1.5	-3
COc1cc(C2NCc3ccccc3-n3cccc32)ccc1O (stereo not given)	0	1	-4	1	-5	2	4	-1.2	-1
Cn1c(N)c(C(=O)COC(=O)Cc2ccccc2)c(=O)n(C)c1=O	1	3	nt	0	nt	nt	2	nt	nt
CCc1cccc(CC)c1NC(=S)N1CC2CC(C1)c1cccc(=O)n1C2 (stereo not given)	0	0	-3	3	-5	-2	0	1.9	-2
O=C(c1cccn2c(=O)c3cc(Br)ccc3nc12)N1CCC2(CC1)OCCO2	5	2	1	15	0	1	-4	0.1	1
CCCCn1c(=O)c(C(=O)NCCc2ccccc2)c(O)c2ccccc21	-5	-4	-1	11	-7	2	5	-0.1	0
Cc1ccccc1CCNCc1cc2cccc(C)c2[nH]c1=O	-2	-1	0	8	-7	-2	3	3.5	3
CCOc1ccccc1-n1c(O)c(C=NCCCN(CC)CC)c(=O)[nH]c1=O	8	4	0	1	-4	-1	3	1.9	3
Cc1cnn(C2CCN(C)CC2)c1N	-2	-11	-4	-1	6	-1	-2	-0.7	0
Cc1ccc2nc(N3CCC(C(=O)N4CCC5(CC4)OCCO5)CC3)sc2c1	2	5	0	1	0	-2	7	2.3	3
Cn1c(O)c(C=Nc2ccc(Br)cc2)c(=O)n(C)c1=O	3	-12	-3	4	-16	2	-4	-0.1	-2
O=C1CC(N2CC=C(c3ccc(F)cc3)CC2)C(=O)N1c1ccc(F)cc1 (stereo not given)	-5	-17	5	-1	2	-1	-16	0.2	0
c1ccc(-c2[nH]c(-c3ccccc3)[n+](CC3CO3)c2-c2ccccc2)cc1 (stereo not given)	2	3	-2	1	13	3	2	1.4	3
O=c1c2ccccc2nc(/C=C/c2ccc(O)cc2)n1-c1cccc(O)c1	4	-14	14	3	8	2	-5	0.8	-1
Cc1sc(-n2c(C)cc(C=C3C(=O)NC(=O)NC3=O)c2C)c(C#N)c1C	nt	-20	6	-8	11	-1	0	-1.0	1
CC(C)(C)[C@]1(O)C[C@@H]2OC(=O)C[C@@]23C(=O)O[C@@H]2OC(=O)[C@H](O)[C@]213	1	-7	1	-2	-9	-2	-1	3.5	-5
COc1ccc(C(C)=O)cc1CC(C(=O)c1ccc(C)cc1)N(C)C (stereo not given)	2	3	2	3	6	4	5	2.5	-2
O=C1NC(=O)N(CCc2ccc(F)cc2)C(=O)/C1=C/c1cccs1	8	-10	8	4	1	-3	-11	-0.4	-3
COc1cccc(CN2CC=C(c3ccc(F)cc3)CC2)c1	2	-3	-1	0	8	5	-3	0.6	-2
CC(=O)N1CN2CN(C(C)=O)CC(C(=O)c3ccccc3)(C2)C1	1	10	-1	1	2	4	5	-0.2	-2
Nc1ccccc1C(=O)OCC(=O)c1ccc2c(c1)OCCO2	1	11	-3	5	4	2	0	2.9	-1
O=C1CN=C(c2ccccc2)c2ccccc2N1	3	-2	0	1	6	-2	3	-2.0	-8
CN1CCN(c2ncnc3ccc(Br)cc23)CC1	10	6	4	8	-3	3	3	-1.3	-2
O=C(c1ccccc1)C1NC1c1ccccc1 (stereo not given)	8	9	-3	2	1	1	-4	-0.2	-3
Cc1cccc(OCC(=O)N2CCN(Cc3ccncc3)CC2)c1	-12	0	-2	3	-1	-2	-1	0.4	4

Quoted at random: 5 entries already listed, in no set order.
SMILES	PAFAH2 inh	procasp7 counter	TPT1 inh	AHR activator	HCV core dimer	Fh CTSL1 inh	procasp3 activ	PP5 inh	PP1 inh
O=C1CN=C(c2ccccc2)c2ccccc2N1	3	-2	0	1	6	-2	3	-2.0	-8
CN1CCN(c2ncnc3ccc(Br)cc23)CC1	10	6	4	8	-3	3	3	-1.3	-2
CC(=O)N1CN2CN(C(C)=O)CC(C(=O)c3ccccc3)(C2)C1	1	10	-1	1	2	4	5	-0.2	-2
COc1cccc(CN2CC=C(c3ccc(F)cc3)CC2)c1	2	-3	-1	0	8	5	-3	0.6	-2
O=C(c1ccccc1)C1NC1c1ccccc1 (stereo not given)	8	9	-3	2	1	1	-4	-0.2	-3

Screening data: PubChem, The Scripps Research Institute Molecular Screening Center

Not all compounds are listed; the hit share may differ from the screen's.
